High-throughput results: PubChem BioAssay, National Center for Advancing Translational Sciences (NCATS)
HepG2 tox = qHTS for Inhibitors of TGF-b: Cytotox Counterscreen. HepG2 CAGA-GFP viability, ATP luminescence, 18 h. Potency, µM (series often up to 46.1 µM), without a hit: at the top dose activity change, negative = cytotoxicity, usual class: cytotoxic. actives 0.76% (n = 410,000). AID 588856, 2011; further: some results filed as inactive show a strong effect at the top dose
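HepG2 CAGA-GFP cells (1000/well, DMEM with 1% FBS) received compound, then TGF-beta at 500 pg/mL final, and were incubated 18 hours at 37 degrees C. Viability was read by CellTiter-Glo luminescence. Media-only wells were set as complete cell-killing and DMSO as no toxicity.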
EPAC2 antag = qHTS for Antagonist of cAMP-regulated guanine nucleotide exchange factor 2 (EPAC2): primary screen; Rap guanine nucleotide exchange factor 4 (Homo sapiens), Q8WZA2; EPAC2 GEF exchange of Rap1B-BODIPY-GDP, fluorescence; Potency, µM (top dose mostly 114 µM), for the others: top-dose activity, negative = inhibition, actives largely listed as inhibitors; actives 0.18% (n = 360,000); AID 720708, 2013; further: on the % scale 0 is the no-effect control and ±100 the full control effect; nearly all actives have a fitted effect of over 45% in size; many of its hits are not listed in these tables
Target sequence (Q8WZA2 whole entry, looked up): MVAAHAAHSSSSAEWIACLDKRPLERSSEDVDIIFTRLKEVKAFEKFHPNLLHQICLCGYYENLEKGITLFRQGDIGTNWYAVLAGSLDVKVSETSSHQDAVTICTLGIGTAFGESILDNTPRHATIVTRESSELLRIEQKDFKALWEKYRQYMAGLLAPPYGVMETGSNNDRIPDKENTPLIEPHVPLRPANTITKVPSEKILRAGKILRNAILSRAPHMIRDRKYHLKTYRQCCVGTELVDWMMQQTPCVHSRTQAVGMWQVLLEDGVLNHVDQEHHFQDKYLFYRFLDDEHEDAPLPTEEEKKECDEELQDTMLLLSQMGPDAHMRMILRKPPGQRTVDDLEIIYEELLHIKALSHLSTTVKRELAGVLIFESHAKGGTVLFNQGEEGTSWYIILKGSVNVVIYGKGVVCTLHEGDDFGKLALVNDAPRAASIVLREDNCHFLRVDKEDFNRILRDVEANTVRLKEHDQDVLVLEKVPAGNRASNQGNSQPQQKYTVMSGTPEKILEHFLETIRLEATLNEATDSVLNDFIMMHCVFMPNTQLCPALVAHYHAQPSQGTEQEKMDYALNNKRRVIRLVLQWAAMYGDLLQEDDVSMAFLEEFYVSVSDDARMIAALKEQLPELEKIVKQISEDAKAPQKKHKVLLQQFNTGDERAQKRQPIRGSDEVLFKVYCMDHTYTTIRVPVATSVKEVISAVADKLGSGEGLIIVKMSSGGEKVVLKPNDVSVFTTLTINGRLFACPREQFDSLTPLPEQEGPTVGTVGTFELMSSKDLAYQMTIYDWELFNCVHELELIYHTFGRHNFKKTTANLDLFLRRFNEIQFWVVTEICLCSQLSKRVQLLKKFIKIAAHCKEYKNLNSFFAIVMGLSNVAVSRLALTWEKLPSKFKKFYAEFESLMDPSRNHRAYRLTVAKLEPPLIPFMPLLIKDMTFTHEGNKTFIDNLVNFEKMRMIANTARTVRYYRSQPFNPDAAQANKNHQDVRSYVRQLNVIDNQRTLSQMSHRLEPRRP
TGFb inhibitor = qHTS for Inhibitors of TGF-b. HepG2 CAGA-GFP TGF-b/SMAD3 reporter, GFP fluorescence, 18 h; TGF-beta stimulated, 500 pg/mL final. actives 1.2% (n = 410,000). Potency, µM (top dose mostly 46.1 µM), without a hit: at the top dose activity, negative = inhibition, usual class: inhibitors; further: on the % scale 0 is the no-effect control and ±100 the full control effect; nearly all actives have a fitted effect of over 65% in size
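Smad-responsive CAGA-GFP expression was quantified in HEPG2 cells exposed to compounds and 500 pg/mL final TGF-beta for 18 h at 37 degrees C; unstimulated wells defined full inhibition.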
Nrf2 block = Nrf2 qHTS screen for inhibitors. A549 ARE-Fluc reporter, luciferase luminescence, 18-24 h. Potency, µM (doses to about 46 µM), without a hit: at the highest dose activity change, negative = inhibition, hits mostly inhibitors. actives 2.1% (n = 360,000); further: on the % scale 0 is the no-effect control and ±100 the full control effect; nearly all actives have a fitted effect of over 60% in size
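Concentration-response testing used A549 ARE_Fluc cells at 5000 cells/well. Following an 18-24 h compound incubation, viability was read by fluorescence (Ex 405/Em 525) and luciferase output by luminescence.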
Nrf2 activator = qHTS of Nrf2 Activators. AREc32 ARE-luciferase reporter (MCF7-derived line), luminescence, 24 h. Potency, µM (top dose mostly 46.1 µM), for the others: at the top dose activation, actives largely listed as activators. actives 0.31% (n = 410,000). AID 624171, 2012; further: % of control where 0% means no effect; nearly all actives have a fitted effect of over 65% in size
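AREc32 cells carrying an ARE-driven firefly luciferase, 1000 cells/well in OPTI-MEM with 5% FBS, dosed after overnight attachment and incubated 24 hr at 37 deg C. Steady-Glo luminescence read after 30 min at RT.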
MCF10A rereplic = A quantitative high throughput screen for small molecules that induce DNA re-replication in MCF 10a normal breast cells | Potency, µM (top dose mostly 46.1 µM), inactives show at the top dose activity, positive = re-replication, most hits filed as activators | actives 2.9% (n = 350,000) | MCF 10A DNA re-replication, Hoechst nuclear intensity, 48 h; further: % of control where 0% means no effect; nearly all actives have a fitted effect of over 50% in size
ATXN2 expr inh = Primary qHTS for Inhibitors of ATXN expression. HEK-293 ATXN2-luciferase reporter, luminescence, 24 h. Potency, µM (series often up to 57 µM), inactives show at the highest dose activity change, negative = inhibition, most hits filed as inhibitors. actives 0.72% (n = 360,000); further: on the % scale 0 is the no-effect control and ±100 the full control effect; nearly all actives have a fitted effect of over 55% in size
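ATXN2-luciferase reporter cells (luciferase flanked by upstream and downstream ATXN2 gene portions) were treated 24 h at 37 °C with compounds at up to 57 uM. SteadyGlo luminescence gave expression; GF-AFC fluorescence gave viability.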
A549 viability = Nrf2 qHTS screen for inhibitors: counterscreen for cytotoxicity; Potency, µM (top dose mostly 46 µM), inactives show at the top dose activity change, negative = cytotoxicity, usual class: inhibitors; A549 ARE-Fluc cells, CellTiter-Fluor viability, 18-24 h; AID 504648, 2011; actives 0.16% (n = 390,000); further: on the % scale 0 is the no-effect control and ±100 the full control effect
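Cytotoxicity counterscreen: CellTiter-Fluor fluorescence was measured in A549 ARE_Fluc cells after 18-24 h of compound exposure in a concentration series. The subsequent BugLite luminescent read reports ARE-luciferase activity.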
S2 tox = Viability Counterscreen for Primary qHTS for Inhibitors of ATXN expression; S2 cells (HEK-293 line with an ATXN2-luciferase reporter) viability, CellTiter-Fluor protease fluorescence, 24 h; Potency, µM (highest dose often 56.7 µM), most hits filed as cytotoxic; actives 0.49% (n = 400,000); further: nearly all actives have a fitted effect of over 40% in size
Active calls of the source: *; i = inactive; ? = inconclusive; nt = not tested or not shown; & = joins results of further samples; ! = a repeat was not active; [ ] = dose if it differs, or a comment. The call rests on the fitted dose curve; in most records, active means well fitted curve in the direction sought with a large enough effect; inconclusive means small, poorly fitted or top-dose-only effect, or another doubt; inactive means no such curve, though single readings can be large; an effect the other way counts as inactive or inconclusive. Potency means the concentration at half of the fitted maximal effect.

SMILES	HepG2 tox	EPAC2 antag	TGFb inhibitor	Nrf2 block	Nrf2 activator	MCF10A rereplic	ATXN2 expr inh	A549 viability	S2 tox
S=C1NC[C@H](CC2CCCCC2)N1CCc1cccc2ccccc12	-32%	-22%	?	-21%	-1.2%	?	-33%	1%	?
Cc1[nH]n(-c2ccccc2)c(=O)c1N=Nc1ccc(C#N)cc1	-14%	-7%	7%	7%	3.6%	7%	-9%	-7%	i
COc1ccccc1NC(=O)C(CCS(C)(=O)=O)N1C(=O)c2ccccc2C1=O (configuration not stated)	-11%	6%	-15%	11%	0.0%	-1%	1%	-7%	i
CC(C)CSc1ccc(S(=O)(=O)NCC(=O)O)cc1[N+](=O)[O-]	-12%	-3%	1%	-2%	-0.8%	?	-21%	4%	i
OC[C@@H]1CN(Cc2cccs2)C[C@H](n2cnc3c(NCc4ccco4)ncnc32)O1	-3%	6%	0%	nt	15%	nt	20%	nt	i
O=C(N/N=C/c1ccc(OC(=O)c2cccc(Br)c2)cc1)c1cccnc1	-10%	-15%	-13%	-18%	-0.3%	2%	12%	2%	i
COc1ccccc1NS(=O)(=O)c1cc(N2Cc3ccccc3C2=N)ccc1N1CCOCC1	-11%	-1%	?	?	3.7%	0%	-16%	?	?
Cc1ccc(C(=O)NC(C)C2CC3CCC2C3)c(C)c1 (configuration not stated)	-17%	-15%	-11%	?	-0.3%	-10%	29%	4%	i
CC1(C)Oc2ccc(C(=O)NNC(=O)Nc3ccccc3)cc2NC1=O	2%	1%	1%	7%	-0.4%	6%	3%	9%	i
CCOc1ccc(C(=O)NC(=S)Nc2cccc(S(=O)(=O)NC3=NCCC3)c2)cc1	9%	-5%	-27%	?	0.2%	2.6µM*	nt	?	i
CC(C)(C)c1[nH]nc2c1C(c1cccnc1)C(C#N)=C(N)O2 (configuration not stated)	0%	15%	-6%	10%	3.6%	14%	-5%	5%	i
COc1ccc(NC(=O)Cn2c(=O)n(-c3ccc(C)cc3)c(=O)c3c2c2cc(C)ccc2n3C)cc1	-31%	nt	0%	?	0.0%	nt	-3%	10%	i
CSc1nnc(C)c(/C=C/Nc2ccc(F)cc2F)n1	-9%	1%	6%	-20%	19%	18µM*	-16%	-9%	?
O=C(Nc1cccc(C(=O)N2CCCCC2)c1)C1CC1	-1%	2%	27%	3%	-0.6%	6%	3%	-4%	i
C=C(CC)C(=O)c1ccc(OCC(=O)O)c(Cl)c1Cl	-77%&-57%	-16%	?	?	?	19µM*!	?	1%	?
CCCn1cc(C(=O)N(C)C2CCCN(Cc3ccccc3F)C2)c(C)n1 (configuration not stated)	-10%	16%	2%	2%	0.2%	25%	-6%	-1%	?
Cc1ccc(C)c(SCC(=O)OCC(=O)NCCNC(=O)COC(=O)CSc2cc(C)ccc2C)c1	-7%	-29%	2%	-14%	-0.4%	-6%	9%	-7%	i
CCN(C)C1CN(Cc2cn(Cc3cccc(Cl)c3)nn2)S(=O)(=O)C1 (configuration not stated)	nt	3%	nt	nt	-0.3%	nt	12%	nt	i
Cc1cc2oc(=O)cc(CNc3ccccc3F)c2cc1O	-5%	8%	-1%	10%	7.3%	?	-18%	0%	i
COc1ccc(OC)c(NC(=O)Cc2c(C)n(C(=O)c3ccc(Cl)cc3)c3ccc(OC)cc23)c1	3%	nt	18%	23µM*	-1.3%	nt	-3%	-12%	i
COc1ccc(OCCn2c(=N)n(CCO)c3ccccc32)cc1	-25%	7%	-10%	9%	-0.1%	2%	-17%	11%	i
COc1cc(OC)cc(C(=O)NCc2ccc3c(c2)cc(C)n3C)c1	-8%	-8%	-9%	-16%	-0.7%	?	5%	-3%	i
C=CCOC(=O)C1=C(C)NC(=O)NC1c1cc(Cl)cc(Cl)c1OC (configuration not stated)	-6%	-21%	-19%	?	-0.5%	5%	nt	-19%	i
CC1Cc2cc(S(=O)(=O)NCc3ccccc3Cl)ccc2N1C(=O)C1CCC1 (configuration not stated)	-17%	nt	?	26µM*	0.3%	nt	-24%	-14%	i
CN1C(=O)c2ccc(C(=O)Nc3ccc4c(c3)OCO4)cc2C1=O	1%	-2%	5%	?	-0.3%	-2%	30%	1%	i

Next structures follow.
SMILES	HepG2 tox	EPAC2 antag	TGFb inhibitor	Nrf2 block	Nrf2 activator	MCF10A rereplic	ATXN2 expr inh	A549 viability	S2 tox
Cc1ccccc1CNC(=O)CCC(=O)N1CCSc2ccccc21	-20%	nt	-27%	6%	2.8%	nt	nt	-1%	nt
O=C(CN1CCCCC1)Nc1cccc(Br)c1	-9%	2%	-1%	25%	2.2%	9%	7%	0%	i
CC1CCn2c(nc3cc(C(=O)NCc4ccc(F)cc4)ccc32)C1 (configuration not stated)	-2%	nt	-7%	nt	1.0%	nt	nt	18%	nt
COc1ccc(C)cc1NC(=O)CNC(=O)[C@@H]1Cc2ccccc2CN1	-6%	-1%	4%	3%	-0.5%	-6%	6%	2%	i
O=C(CSc1nnc2c(n1)[nH]c1ccccc12)Nc1nncs1	1%	8%	26%	-4%	2.4%	-23%	-13%	0%	i
Cc1ccccc1OCC(=O)Nc1sc2c(c1C#N)CCC2	-5%	5%	-6%	2%	-0.6%	3%	3%	-10%	i
CN(/N=C/c1ccco1)C1=NS(=O)(=O)c2ccccc21	-5%	7%	0%	8%	7.1%	0%	-1%	-9%	i
Cc1nc(NC(=O)C2CC2)sc1C(=O)Nc1ccccc1	-11%	3%	11%	1%	3.3%	?	-6%	-1%	i
COc1ccccc1N1CCN(C(=O)C2Cc3ccccc3CN2C(=O)c2ccco2)CC1 (configuration not stated)	1%	-11%	2%	-22%	0.3%	29%	0%	1%	i
Fc1ccccc1Nc1c2c(nc3ccccc13)CCC2	-39%	nt	?	?	0.4%	nt	?	-10%	?
O=C1COc2ccc(C(=O)COC(=O)c3ccccc3F)cc2N1	-30%	-1%	5%	-20%	0.5%	-2%	-4%	-6%	i
Cc1ccc(Nc2c(-c3ccc(C)o3)nc3cnccn23)cc1	-31%	-22%	?	7%&9%	8.5%	?	2%	-1%&5%	i
CS(=O)(=O)c1ccc(Cl)c(NC(=O)c2cc(=O)[nH]c3ccc(S(=O)(=O)N4CCOCC4)cc23)c1	-16%	3%	-12%	8%	-0.1%	-1%	6%	-3%	i
COC(=O)C1CCN(C(=O)NC2CC(=O)N(c3ccc4c(c3)OCCO4)C2)CC1 (configuration not stated)	3%	-2%	4%	5%	0.0%	0%	2%	-6%	i
C=CC[C@@H](CC(=O)N[C@H](CO)Cc1ccccc1)C(=O)N[C@H](C)COC(=O)[C@@H](CC=C)Cc1ccc(F)cc1	-27%	0%	-18%	-13%	4.1%	17%	-7%	-5%	i
CCOc1ccc(NC(=O)CCSc2ccc(C)cc2)cc1	22%	-1%	-8%	-3%	-0.3%[9.22 µM]	2%	5%	10%	i
COc1ccc(Cc2noc(CN3CCN(Cc4cccc(Cl)c4)CC3)n2)cc1OC	-29%	-9%	-20%	?	0.3%[9.22 µM]	0%	-16%	1%	i
CN(CC(=O)Nc1ccc(S(N)(=O)=O)cc1)C1CCCCC1	5%	6%	9%	9%	-0.2%	4%	2%	-1%	i
CC(C)=CC(=O)OCc1cc([N+](=O)[O-])cc2c1OCOC2	1%	3%	12%	?	4.8%	0%	34%	0%	i
CC1CCc2sc(C(=O)NN=C3CCCC3)cc2C1 (configuration not stated)	-6%	-11%	3%	nt	-0.6%	nt	nt	nt	i
COCCn1c(SCC(=O)NCc2cccs2)nnc1-c1ccc(OC)cc1	18%	1%	?	-1%	2.8%	0%	-1%	-5%	?

Grouped by structure, those above containing fluorine.
SMILES	HepG2 tox	EPAC2 antag	TGFb inhibitor	Nrf2 block	Nrf2 activator	MCF10A rereplic	ATXN2 expr inh	A549 viability	S2 tox
CSc1nnc(C)c(/C=C/Nc2ccc(F)cc2F)n1	-9%	1%	6%	-20%	19%	18µM*	-16%	-9%	?
CCCn1cc(C(=O)N(C)C2CCCN(Cc3ccccc3F)C2)c(C)n1 (configuration not stated)	-10%	16%	2%	2%	0.2%	25%	-6%	-1%	?
Cc1cc2oc(=O)cc(CNc3ccccc3F)c2cc1O	-5%	8%	-1%	10%	7.3%	?	-18%	0%	i
CC1CCn2c(nc3cc(C(=O)NCc4ccc(F)cc4)ccc32)C1 (configuration not stated)	-2%	nt	-7%	nt	1.0%	nt	nt	18%	nt
Fc1ccccc1Nc1c2c(nc3ccccc13)CCC2	-39%	nt	?	?	0.4%	nt	?	-10%	?
O=C1COc2ccc(C(=O)COC(=O)c3ccccc3F)cc2N1	-30%	-1%	5%	-20%	0.5%	-2%	-4%	-6%	i
C=CC[C@@H](CC(=O)N[C@H](CO)Cc1ccccc1)C(=O)N[C@H](C)COC(=O)[C@@H](CC=C)Cc1ccc(F)cc1	-27%	0%	-18%	-13%	4.1%	17%	-7%	-5%	i

These rows are one share of the data; rates above refer to the full screens.
